APEX1 inh: APE1 (human) endonuclease inhibition; recombinant APE1, TAMRA/BHQ-2 abasic DNA cleavage fluorescence; Potency, µM (highest dose often 65.8 µM), for inactives: top-dose activity change, negative = inhibition, usual class: inhibitors; actives 0.35% (n = 350,000); AID 2517;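 note: potency is the fitted concentration of half-maximal effect; plate controls were vehicle for no effect and reference inhibitor for full effect; nearly all actives have a fitted effect of over 55% in size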
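Substrate: short duplex with […] THF abasic site, 5'-TAMRA and 3'-BHQ-2, 50 nM final. APE1 at 0.75 nM, preincubated 15 min RT with compound. Fluorescence increase from first to third read measured activity.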
POLK inh: inhibitors of human DNA polymerase kappa; purified Pol kappa, fluorescent DNA synthesis assay, 10 min; Potency, µM (top dose mostly 107 µM), inactives show at the top dose activity, negative = inhibition, usual class: inhibitors; actives 0.53% (n = 400,000); AID 588579; note: potency is the fitted concentration of half-maximal effect; % is set by controls: 0 for no effect and ±100 for the full control effect
Target sequence (Q9UBT6 whole entry, looked up): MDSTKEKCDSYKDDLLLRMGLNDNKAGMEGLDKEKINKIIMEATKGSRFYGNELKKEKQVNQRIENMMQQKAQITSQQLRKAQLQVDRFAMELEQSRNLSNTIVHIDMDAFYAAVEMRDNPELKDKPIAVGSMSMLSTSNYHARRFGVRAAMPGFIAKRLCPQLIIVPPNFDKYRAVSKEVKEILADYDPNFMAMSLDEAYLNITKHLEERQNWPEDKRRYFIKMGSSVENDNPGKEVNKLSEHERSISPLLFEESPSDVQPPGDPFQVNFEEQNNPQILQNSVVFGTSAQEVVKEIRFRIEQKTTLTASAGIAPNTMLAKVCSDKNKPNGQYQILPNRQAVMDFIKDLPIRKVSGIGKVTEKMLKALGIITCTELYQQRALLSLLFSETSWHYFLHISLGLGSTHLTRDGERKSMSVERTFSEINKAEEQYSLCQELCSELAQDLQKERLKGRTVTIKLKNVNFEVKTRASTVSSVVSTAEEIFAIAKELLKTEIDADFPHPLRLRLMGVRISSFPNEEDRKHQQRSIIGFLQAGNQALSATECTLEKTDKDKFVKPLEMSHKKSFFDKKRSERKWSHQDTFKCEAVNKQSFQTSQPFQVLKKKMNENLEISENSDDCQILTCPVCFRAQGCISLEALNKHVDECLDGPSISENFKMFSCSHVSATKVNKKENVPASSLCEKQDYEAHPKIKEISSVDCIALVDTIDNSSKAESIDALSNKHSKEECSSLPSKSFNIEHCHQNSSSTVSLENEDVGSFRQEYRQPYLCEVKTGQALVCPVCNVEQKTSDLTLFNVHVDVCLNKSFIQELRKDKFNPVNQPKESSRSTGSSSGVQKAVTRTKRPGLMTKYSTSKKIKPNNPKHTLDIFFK
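Readout: fluorescence, taken kinetically at 0 and 10 min. Conditions: 10 nM Pol kappa, 15 min RT compound preincubation, 50 nM substrate final. Controls: enzyme-free buffer wells.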
Pol iota inh: inhibitors of human DNA polymerase iota. actives 1% (n = 390,000). AID 588590. Pol iota fluorescent replication assay, 10 min. Potency, µM (top dose mostly 115 µM), for inactives: at the top dose activity, negative = inhibition, usual class: inhibitors. Q9UNA4; note: potency is the fitted concentration of half-maximal effect
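Fluorescent replication assay read twice, at 0 min and 10 min after adding 50 nM (final) substrate. Enzyme (10 nM) and compounds were first incubated 15 min at room temperature; enzyme-free buffer wells were negative controls.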
Anesthetic bind: binds horse apoferritin like a general anesthetic | P02791 | apoferritin/1-aminoanthracene competitive binding, fluorescence | Potency, µM (titrated, usually from 77.5 µM), for inactives: top-dose activity change, negative = displacement, most hits filed as inhibitors | actives 0.074% (n = 350,000); note: potency is the fitted concentration of half-maximal effect; % is set by controls: 0 for no effect and ±100 for the full control effect; nearly all actives have a fitted effect of over 20% in size
Target sequence (P02791 2-175 limits assumed): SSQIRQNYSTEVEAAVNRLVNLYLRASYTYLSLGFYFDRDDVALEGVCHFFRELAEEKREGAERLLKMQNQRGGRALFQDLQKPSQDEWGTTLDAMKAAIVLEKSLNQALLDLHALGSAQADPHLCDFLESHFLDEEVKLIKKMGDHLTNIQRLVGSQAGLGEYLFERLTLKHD
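Horse-spleen apoferritin (10 uM) in 50% saturated 1-aminoanthracene in PBS was incubated 10 min at room temperature with compound. Fluorescence (ex 380, em 535 nm) was normalized to free and bound 1-AMA, with concentration-response fitted by a four-parameter Hill equation.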
BLM inh: blocks DNA unwinding by human BLM helicase; P54132; recombinant BLM DNA unwinding, fluorescence dequenching; Potency, µM (series often up to 56.1 µM), for the others: at the top dose activity change, negative = inhibition, most hits filed as inhibitors; actives 0.2% (n = 350,000);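 note: potency is the fitted concentration of half-maximal effect; plate controls were vehicle for no effect and no enzyme for full effect; nearly all actives have a fitted effect of over 35% in size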
Tb PGK inh: blocks T. brucei phosphoglycerate kinase; P07378; PGK/GAPDH coupled, Kinase-Glo luminescence, 60 min; Potency, µM (series often up to 57.5 µM), without a hit: at the top dose activity change, negative = inhibition, usual class: inhibitors; actives 0.043% (n = 380,000); AID 602233; note: potency is the fitted concentration of half-maximal effect; % is set by controls: 0 for no effect and ±100 for the full control effect; nearly all actives have a fitted effect of over 60% in size
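Luminescent ATP detection (Kinase-Glo Plus) follows a 60-minute room-temperature incubation, with wells lacking PGK as controls. Buffer: 100 mM TEA (pH 7.6), 5 mM MgCl2, 0.01% Tween-20. Coupling enzyme GAPDH (100 nM final) supplies unstable 1,3-BPG in-well.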
POLB inh: inhibitors of human DNA polymerase beta | actives 1.3% (n = 340,000) | Potency, µM (top dose mostly 114 µM), for the others: at the highest dose activity change, negative = inhibition, usual class: inhibitors | P06746 | Pol beta primer extension/strand displacement, fluorescence kinetic; note: potency is the fitted concentration of half-maximal effect; % is set by controls: 0 for no effect and ±100 for the full control effect
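Curves were derived by four-parameter Hill fits of normalized qHTS data. The kinetic fluorescent primer-extension read was taken at 0 and 10 min after 50 nM substrate, following a 15 min room-temperature preincubation of 10 nM enzyme with compounds.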
RXFP1 antag: antagonists of human relaxin receptor RXFP1. activity change, negative = inhibition, % at 57.5 µM. HEK293-RXFP1, relaxin-stimulated cAMP HTRF, 30 min; stronger effect = lower value. actives 0.59% (n = 350,000). AID 1259400;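 active = activity change of -60% or lower, but not beyond a set lower limit; inconclusive = change between -60% and -40%, or beyond the set limit; inactive = change above -40%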; note: % is set by controls: 0 for no effect and ±100 for the full control effect
POLH inh: blocks human DNA polymerase eta activity; Q9Y253; recombinant Pol eta, fluorescent DNA replication assay; Potency, µM (top dose mostly 114 µM), without a hit: at the highest dose activity change, negative = inhibition, most hits filed as inhibitors; actives 1.2% (n = 390,000); note: potency is the fitted concentration of half-maximal effect; % is set by controls: 0 for no effect and ±100 for the full control effect
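Pol eta at 10 nM preincubated with compounds 15 min at room temperature; reaction started with fluorescent substrate (50 nM final) and read kinetically at 0 and 10 min.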
* hit, by the source's call; i = inactive; ? = inconclusive; nt = not tested or not shown; & = joins results of further samples; [ ] = dose if it differs, or a comment. Unless noted, calls come from the whole dose curve; as a rule, active = well fitted curve in the direction sought with a large enough effect; inconclusive = small, poorly fitted or top-dose-only effect, or another doubt; inactive = no such curve, though single readings can be large; an effect the other way counts as inactive or inconclusive. Some of the compounds tested. The share of hits here may be higher or lower than overall.

Sequence of screens: Anesthetic bind	POLK inh	POLH inh	Tb PGK inh	RXFP1 antag	POLB inh	BLM inh	Pol iota inh	APEX1 inh
1	CCC(C)Sc1nnc(Cc2cc(=O)[nH]c(=O)[nH]2)n1-c1ccc(F)cc1 (stereo not given)
  -4%	13%	-9%	i	nt	3%	2%	28%	3%
2	CC(C)Cn1c(N)c(C(=O)COC(=O)c2cc(-c3ccco3)nc3ccccc23)c(=O)n(C)c1=O
  -15%&-12%	?	18µM*	-13%	nt	14µM*	?	25µM*	11µM*
3	O=C(Nc1ccccc1OC(=O)c1ccccc1)c1ccccc1
  nt	9%	-8%	1%	nt	nt	nt	22%	nt
4	Cc1cccc(C)c1OC(=O)CSc1nnc(-c2cccs2)o1
  -7%	-4%	-16%	i	-28	-6%	0%	65%[activator]	nt
5	COc1ccc(NC(=O)CN2CCN(c3ccc(C)cc3C)CC2)cc1
  -22%	1%	-25%	4%	-28	4%	-9%	94%[activator]	-17%
6	CCOCCCn1c(SCC(=O)NC(C)(C)C)nc2ccccc2c1=O
  -13%	-17%	8%	-5%	2	15%	0%	2%	-6%
7	O=C(Nc1nnc(C2CCCCC2)s1)C1CC(=O)N(c2ccc(F)cc2)C1 (stereo not given)
  -2%	5%	-23%	-1%	3	22%	-3%	48%[activator]	10%[12.4 µM]
8	CCC(=C(CC)c1ccc(O)cc1)c1ccc(O)cc1
  -9%[29.3 µM]	-6%[12 µM]	nt	nt	nt	nt	-5%[21.4 µM]	nt	-6%[21 µM]
9	Cc1cc(C)n2nc(SCC(=O)N3CCN(c4ccccc4)CC3)nc2n1
  nt	0%	-13%	0%	-2	nt	nt	13%	43%
10	CC1CCN(C2(O)C(=O)Nc3ccc(Cl)cc32)CC1 (stereo not given)
  ?	-7%	-12%	-6%	0	2%	-6%	197%[activator]	7%
11	O=C(c1cccnc1)N(Cc1ccccc1)C(=O)c1cccnc1
  nt	-2%	-21%	-7%	2	nt	nt	60%[activator]	nt
12	Nc1n[nH]c(=S)n1-c1ccc(Cl)cc1
  12%	10%	2%	-7%	-19	-24%	-4%	-1%	-8%
13	O=C(CN1CCN(C(=O)CCC(=O)N2CCC(c3ccccc3)=N2)CC1)Nc1ccc(F)cc1
  nt	9%	-6%	-9%	-40	nt	nt	-20%	0%
14	CCOC(=O)c1ccc(N=Cc2c(O)c3ccccc3oc2=O)cc1
  -2%	-2%	-1%	4%	7	23%	-4%	-26%	10%
15	COc1ccc(C(=O)Nc2nc3ccc(S(C)(=O)=O)cc3s2)cc1
  -12%	-6%	2%	-3%	5	40%	2%	31%[activator]	18%
16	Cc1ccc(-c2cc(C)nc3nc(N)nn23)cc1
  -11%	-10%	1%	-4%	10	-10%	0%	23%	-4%
17	O=C(NCC(c1ccco1)N1CCc2ccccc2C1)C(=O)Nc1cc(F)ccc1F (stereo not given)
  nt	-14%	-24%	0%	-16	nt	nt	21%	0%
18	O=C(COc1ccc(Cl)cc1)NCC(c1ccco1)S(=O)(=O)c1ccccc1 (stereo not given)
  -12%	-3%[60.1 µM]	-18%	-2%	-20	2%	-1%	19%	nt
19	O=C(Cc1cccc2ccccc12)Nc1ccc(-c2cc3ccccc3oc2=O)cc1
  163%[activator]	10%	-6%	-5%	-9	5%	0%	-13%	-4%
20	Cc1nc2ccccc2cc1OCc1ccc(F)cc1
  3%	-6%	-3%	i	1	?	-6%	4%	3%

Other structures
Sequence of screens: Anesthetic bind	POLK inh	POLH inh	Tb PGK inh	RXFP1 antag	POLB inh	BLM inh	Pol iota inh	APEX1 inh
21	COc1ccc(SN=C2C(C)=CC(=O)C=C2C)cc1
  -13%	-8%	-1%	i	5	14%	-2%	-14%	-5%
22	Cc1c(Cl)cccc1NC(=O)Cn1c(CCC(=O)O)ccc1-c1ccc(Cl)cc1
  -9%	-22%	-11%	-3%	-11	0%	-8%	35%[activator]	11%
23	N#Cc1ccccc1S(=O)(=O)N1CCN(C(=O)C2CC(=O)N(c3ccc4c(c3)OCCO4)C2)CC1 (stereo not given)
  nt	-10%	2%	-10%	-1	nt	nt	?	22%
24	CCN(CCC(=O)Nc1ccc(Br)c(C)c1)Cc1ccccc1
  -24%	-11%	?	-9%	-31	9%	1%	-4%	0%
25	CCCN(CCC)CCCNS(=O)(=O)c1ccc2c(c1)oc(=O)n2C
  4%	-20%	?	-8%	4	2%	0%	?	13%
26	COc1cc(Nc2nc(SCc3cccc(Cl)c3)nc3ccccc23)cc(OC)c1
  300%[activator]	-1%[60.1 µM]	-18%	8%	-9	-4%	-7%	?	nt
27	CCOc1ccc(S(=O)(=O)Nc2ccccn2)c2ccccc12
  -7%	-7%[60.1 µM]	-2%	-6%	-2	34%	-2%	35%[activator]	-3%
28	Cc1ccc2nc(SCC(=O)c3ccc4c(c3)NC(=O)CO4)[nH]c2c1
  ?	3%	3%	-1%	-15	7%	0%	174%[activator]	9%
29	O=S(=O)(NCc1cccnc1)c1cccs1
  -8%	-12%	-1%	-5%	-13	16%	-1%	-11%	0%
30	COc1cccc(NC(=O)COc2ccc(C)cc2)c1
  -3%	-14%	-11%	2%	-7	-1%	3%	7%	-4%
31	COc1ccc(C(C(=O)NCC2CCCO2)N(C(=O)CNC(=O)c2cccs2)c2ccc(NC(C)=O)cc2)cc1OC (stereo not given)
  -1%	-6%	-1%	6%	-29	19%	-1%	66%[activator]	13%
32	COc1ccc(-n2c(=O)[nH]cc(C(=O)Nc3ccc4c(c3)OCCO4)c2=O)cc1OC
  -9%	-5%	-17%	-2%	2	0%	-2%	31%[activator]	35%
33	Cc1cc(C)n(-c2ccc(C(=O)Nc3nnc(C4CC4)s3)cc2)n1
  -4%	-4%[60.1 µM]	12%	1%	-12	-23%	0%	9%	24%
34	CCOC(=O)c1cc2c(ccn2C)n1CC(=O)N1CCC(Cc2ccccc2)CC1
  -15%	-8%	-10%	i	-16	12%	-6%	10%	-2%
35	Cc1cccc(C(=O)Nc2ccc(C(=O)N/N=C/c3cccc(C)n3)cc2)c1
  -3%	1%	-8%	i	-11	1%	-11%	51%[activator]	-6%[12.4 µM]
36	Cc1cc(NC(=O)C2CCCCC2C(=O)O)ccc1NC(=O)c1ccccc1 (stereo not given)
  -22%	-1%	-9%	i	-16	36%	-7%	22%	33%
37	O=C(CSc1nc2ccccc2nc1Cc1ccccc1)N1CCN(c2ccccc2)CC1
  2%	-9%[60.1 µM]	0%	0%	-7	1%	-7%	8%	nt
38	N#CCC(=O)Nc1ccc(C(=O)OCC(=O)NC(=O)Nc2ccc3c(c2)OCCO3)cc1
  nt	-16%	45µM*	2%	0	nt	nt	?	48%
39	COc1ccc(S(=O)(=O)NNC(=O)Nc2ccc(F)cc2)cc1
  nt	-11%	-1%	-1%	3	nt	nt	-11%	nt
40	Cc1c(C#N)c(N=CN(C)C)c(C(=O)c2ccccc2)n1-c1ccccc1
  -12%	-7%	-10%	3%	-5	2%	-1%	13%	?

The list goes on.
Sequence of screens: Anesthetic bind	POLK inh	POLH inh	Tb PGK inh	RXFP1 antag	POLB inh	BLM inh	Pol iota inh	APEX1 inh
41	CCOC(=O)N1CCC(Nc2c(NCCCOC)c(=O)c2=O)CC1
  -13%	-1%	-2%	i	-28	9%	0%	1%	-11%
42	Nc1c(-c2ccccc2)c(CSc2nc3ccccc3[nH]2)nn1-c1cccc(Cl)c1
  204%[activator]	-24%	-18%	-1%	-12	8%	6%	8%	4%
43	S=C(NCCc1ccccc1)N1CCN(C(c2ccccc2)c2ccccc2)CC1
  47%[activator]	-3%	-9%	-9%	-5	89µM*	-8%	-6%	-5%
44	O=C(NCc1ccc(N2CCCC2=O)cc1)NC1CCCCC1
  4%	-8%	3%	-5%	-5	12%	-8%	-2%	-2%
45	CCc1ccc(NC(=O)C(=O)NNC(=O)c2ccc(OC)cc2)cc1
  4%	-2%	2%	3%	-11	3%	2%	94%[activator]	-1%
46	Cc1nnc(NC(=O)Cn2cnc3c2c(=O)n(C)c(=O)n3C)s1
  1%	-17%	-1%	3%	2	15%	2%	3%	22%
47	CCCc1cc2c(cc1NC(=O)c1ccc(C)cc1)OCO2
  -6%	-5%	-14%	-13%	-17	-14%	-1%	18%	-12%
48	O=C(COc1ccc2ccccc2c1)N1CCNCC1
  -11%	-25%	-16%	-3%	-9	36%	-1%	79%[activator]	3%
49	Cc1ccc(OCC(=O)N2C(C)CCCC2C)c([N+](=O)[O-])n1 (stereo not given)
  nt	-13%	-9%	5%	-5	nt	nt	45%[activator]	30%
50	CCOC(=O)c1sc(SC)c2c1CCC/C2=N/OC
  3%	-4%	-18%	-2%	-33	11%	-6%	147%[activator]	-1%
51	COc1ccc(S(=O)(=O)NCCc2ccccc2)cc1OC
  ?	-11%	11%	-8%	2	35%	-2%	86%[activator]	6%
52	Cc1ccc(-c2nnc(SCC(=O)NC3CCS(=O)(=O)C3)nc2-c2ccc(C)cc2)cc1 (stereo not given)
  -9%	-13%	-2%	-6%	-4	21%	-13%	152%[activator]	1%
53	O=C(NC(=S)NCC1CCCO1)C(c1ccccc1)c1ccccc1 (stereo not given)
  -12%	1%	-11%	-9%	-28	0%	2%	-16%	0%
54	CCOC(=O)c1sc(N2C(=O)C(O)=C(C(=O)c3ccco3)C2c2ccc([N+](=O)[O-])cc2)nc1C (stereo not given)
  nt	-4%	?	-3%	-21	nt	nt	2%	nt
55	CCOc1ccc(-c2nnc(-c3cccs3)o2)cc1
  -14%	-7%	-5%	-5%	-11	7%	-2%	13%	-4%
56	CCOc1ccc(-c2nc(N)ncc2-c2ccc(Cl)cc2)c(O)c1
  -6%	-9%	-13%	nt	-8	9%	-14%	-11%	-12%

Bioassay records from PubChem.
